mIDH1 inhibitor – blocks human mutant IDH1 R132H enzyme | IDH1-R132H enzyme, NADPH consumption, diaphorase/resazurin fluorescence | Potency, µM (series often up to 76.6 µM), without a hit: at the top dose activity change, negative = inhibition, actives largely listed as inhibitors | hit rate 0.093% among 390,000 | O75874 | AID 602179; note: potency is the fitted concentration of half-maximal effect; % is set by controls: 0 for no effect and ±100 for the full control effect; nearly all actives have a fitted effect of over 65% in size
Target sequence (O75874 whole entry R132H, stated change not applied): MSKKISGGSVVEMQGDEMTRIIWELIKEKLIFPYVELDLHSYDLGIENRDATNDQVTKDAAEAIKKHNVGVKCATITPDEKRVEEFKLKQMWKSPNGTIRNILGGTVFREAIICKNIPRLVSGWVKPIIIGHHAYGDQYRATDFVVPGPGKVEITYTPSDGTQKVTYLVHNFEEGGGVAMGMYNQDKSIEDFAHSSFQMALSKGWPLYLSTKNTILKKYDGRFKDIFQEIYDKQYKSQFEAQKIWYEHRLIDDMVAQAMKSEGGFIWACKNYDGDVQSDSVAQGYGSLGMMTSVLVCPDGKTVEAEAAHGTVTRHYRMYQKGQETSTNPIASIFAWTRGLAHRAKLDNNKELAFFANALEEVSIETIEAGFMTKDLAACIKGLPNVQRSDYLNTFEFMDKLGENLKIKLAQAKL
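IDH1-R132H (0.5 ug/mL) preincubated 30 min with compound, then NADPH (0.016 mM) and alpha-KG (2 mM) added; 80 min at RT, pH 7.5. Remaining NADPH coupled via diaphorase/resazurin to fluorescence (540/590 nm); concentration-response curves normalized to no-enzyme control.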
D2 agonist – agonists of human D2 dopamine receptor; HEK293 T-REx D2 cells, calcium flux agonist mode; activation, % at 2 µM; hit rate 0.53% among 340,000;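 active = activation over 3 SD above normal in the single-dose calcium agonist read, cut at about 30% in these data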; note: 0% is about no effect
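Calcium-flux readout, 1 cycle/sec over 180 s following compound pin transfer, in inducible HEK293 Trex D2 cells (force-coupled); dopamine controls included. Positive calcium responses during this window marked compounds as potential agonists.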
D2 antag – antagonizes the human D2 dopamine receptor | P14416 | HEK293 TREx D2 cells, calcium flux, dopamine EC80 | inhibition, % at 10 µM | hit rate 2% among 340,000 | AID 485344; in the data active = inhibition above about 30%; note: 0% is about no effect
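In this primary screen, negative modulation is detected by tracking calcium flux after an EC80 dopamine challenge in inducible HEK293 T-REx D2 cells preexposed to test compound for 180 s.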
TrxR1 substrate – rat thioredoxin reductase 1 substrate activity | purified TrxR1 substrate turnover, NADPH consumption readout | Potency, µM (doses to about 114 µM), inactives show at the highest dose activity change, negative = substrate turnover | hit rate 0.01% among 390,000; note: potency is the fitted concentration of half-maximal effect; % is set by controls: 0 for no effect and ±100 for the full control effect; nearly all actives have a fitted effect of over 50% in size
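Rat TrxR1, dispensed at 90 nM, was prereduced with 400 uM NADPH (final) for 5 min at ~22 deg C, then incubated with compound 15 min before 400 uM selenite. A first-read NADPH fluorescence drop versus no-compound background flagged substrates.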
PI4K2A block – blocks human PI4K2A kinase activity. Q9BTU6. purified PI4K2A, ADP-Glo luminescence, 1 h; active compounds read low. activity change, negative = inhibition, % at 76.9 µM. hit rate 0.13% among 420,000. AID 1346378; in the data active = activity change below about -50%; inconclusive = mostly about -30% to -49%;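 note: -100% = wells without enzyme as full effect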
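Compounds are screened against recombinant PI4K2A using PI as substrate and ATP, the latter dispensed at 300 microM. Reactions run one hour at ambient temperature before ADP-Glo detection; full inhibition defined by wells lacking enzyme.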
TRHR agonist – agonists of human TRH receptor. P34981. hit rate 0.18% among 360,000. activation, % at 2 µM. TRHR cells, calcium flux fluo-8, FDSS agonist mode; in the data active = activation above about 30%; note: 0% is about no effect
Target sequence (P34981 whole entry, looked up): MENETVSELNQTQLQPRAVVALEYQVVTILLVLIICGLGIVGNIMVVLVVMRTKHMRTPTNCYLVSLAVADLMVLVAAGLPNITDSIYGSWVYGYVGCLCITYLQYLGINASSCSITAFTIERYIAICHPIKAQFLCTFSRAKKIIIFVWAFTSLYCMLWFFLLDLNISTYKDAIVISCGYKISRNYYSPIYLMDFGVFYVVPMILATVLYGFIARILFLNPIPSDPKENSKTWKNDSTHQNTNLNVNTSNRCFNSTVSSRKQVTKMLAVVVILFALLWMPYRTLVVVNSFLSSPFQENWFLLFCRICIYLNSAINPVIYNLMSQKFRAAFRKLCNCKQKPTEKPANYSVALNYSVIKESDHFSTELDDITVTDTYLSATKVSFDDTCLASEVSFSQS
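Agonist-mode FDSS calcium read (Ex 480/Em 530, 1 s cycles) in 1536-well TRHR cells with fluo-8 dye, after 10-cycle baseline and 23 nL compound addition; TRH at EC20 (10 nM final) added afterwards for the enhancer phase.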
TRHR enhancer – TRH receptor (human) allosteric enhancement. TRHR cells, fluo-8 calcium fluorescence, EC20 TRH enhancement. enhancement, % at 2 µM. hit rate 0.66% among 360,000. AID 493056; in the data active = enhancement above about 30%; note: 0% is about no effect
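TRHR-expressing cells loaded with fluo-8 calcium dye were read kinetically (ex 480/em 530) during compound addition, then stimulated with an EC20 of TRH (10 nM final). Enhancement of the Gq-mediated intracellular calcium response was scored.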
rTrxR1 inhibitor – inhibitors of rat thioredoxin reductase 1 | O89049 | Potency, µM (highest dose often 114 µM), inactives show at the highest dose activity change, negative = inhibition, hits mostly inhibitors | recombinant rTrxR1, NADPH fluorescence consumption, selenite substrate | hit rate 1% among 390,000; note: potency is the fitted concentration of half-maximal effect; % is set by controls: 0 for no effect and ±100 for the full control effect; nearly all actives have a fitted effect of over 65% in size
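Rat TrxR1 (90 nM in the dispensed reagent) was pre-reduced with 400 uM NADPH for 5 min at room temperature, then incubated with compound for 15 min. After 400 uM selenite was added, NADPH fluorescence (Ex 340/Em 450 nm) was followed for 8 min.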
USP1-UAF1 inh – inhibitors of human USP1/UAF1 deubiquitinase | Potency, µM (top dose mostly 57.1 µM), for inactives: at the top dose activity change, negative = inhibition, most hits filed as inhibitors | O94782 | recombinant USP1/UAF1, Ub-Rhodamine cleavage fluorescence | hit rate 0.23% among 390,000; note: potency is the fitted concentration of half-maximal effect; % is set by controls: 0 for no effect and ±100 for the full control effect; nearly all actives have a fitted effect of over 60% in size; inactives centre near -12
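USP1/UAF1 complex (1 nM) preincubated 15 min at room temperature with compound, then Ub-Rho substrate (150 nM final) added. Kinetic fluorescence at 480/540 nm over 6 reads at 60 s intervals; 50 mM HEPES pH 7.8, 0.5 mM EDTA, 0.1 mg/ml BSA, 1 mM TCEP, 0.01% Tween-20.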
The depositor's hits bear a star; ? = inconclusive; . = not tested or not shown; & = joins results of further samples; [ ] = dose if it differs, or a comment. Unless noted, calls come from the whole dose curve; as a rule, active = well fitted inhibition curve with a large enough effect; inconclusive = small, poorly fitted or top-dose-only effect; inactive = no such curve, though single readings can be large or run the other way.

SMILES	mIDH1 inhibitor	D2 agonist	D2 antag	TrxR1 substrate	PI4K2A block	TRHR agonist	TRHR enhancer	rTrxR1 inhibitor	USP1-UAF1 inh
CCCCCC(=O)NNC1=NCC(Cc2cccc(Cl)c2)S1 (stereo unspecified)	0%	1.2	-23	5%[57.1 µM]	2	0.0	4	12%[57.1 µM]	-22%
CC(=O)C(C(C)=O)c1cc(NS(=O)(=O)c2ccccc2)ccc1NS(=O)(=O)c1ccccc1	3%	-0.7	14	-6%[57.1 µM]	-2	0.4	14	-13%[57.1 µM]	0%
O=C(Nc1cc(S(=O)(=O)N2CCOCC2)ccc1N1CCCC1)c1cnccn1	0%	1.3	-4	1%	-5	0.7	1	2%	-5%
Cc1ccc(CNC(=O)CCS(=O)(=O)c2ccc(Cl)cc2)cc1	3%	0.2	2	-8%	-3	-0.5	-2	-3%	-19%
O=C(CCNC(=O)c1ccco1)Nc1ccc(OC(F)(F)F)cc1	-3%	-0.4	27	0%[57.1 µM]	-1	0.6	-2	2%[57.1 µM]	-10%
CCOC(=O)c1ccc(NC(=O)C2(c3ccc(Cl)cc3)CCCC2)cc1	1%	.	.	-5%[11.4 µM]	5	.	.	-7%[11.4 µM]	-15%
Cc1ccccc1-n1c(SCC(=O)N(C)C2CCS(=O)(=O)C2)nc2ccccc2c1=O (stereo unspecified)	2%	1.6	3	4%[57.1 µM]	-1	0.7	-1	6%[57.1 µM]	-12%
COCCn1c(SCC(=O)NCC(c2ccccc2)N(C)C)nc2sc3c(c2c1=O)CCC3 (stereo unspecified)	3%	.	.	-9%	-3	.	.	-3%	-16%
O=C(O)c1cc2cc(Cl)cc(Cl)c2oc1=O	1%	0.4	-12	4%[57.1 µM]	-8	0.7	3	-5%[57.1 µM]	-1%
COCCNC(=O)c1ccc2c(c1)ncn2-c1ccc(C)c(Cl)c1	-9%	0.5	12	-2%	8	0.4	3	5%	-26%
CCOc1cc(/C=N/Nc2nc(Nc3ccccc3)nc(N3CCCCC3)n2)ccc1OCC(=O)O	-15%	-0.1	-7	-10%	4	-0.3	2	-12%	-16%
Cc1cccc(-n2cc(-c3ccccc3)[nH]c2=S)c1	0%	-0.3	9	4%	4	-0.3	-4	-3%	-22%
CCN(CC)CCNC(=O)CNC(=O)c1nn(-c2ccc(OC)cc2OC)c(=O)c2ccccc12	4%	1.6	-24	-2%	1	-0.4	5	9%	3%
COC(=O)c1ccc(CSc2nc3ccccc3c(=O)n2C)o1	-1%	-0.6	-3	-2%	2	0.3	-2	?	-9%
CCN(CC)c1ccc(/C=N/NS(=O)(=O)c2ccc(C)c([N+](=O)[O-])c2)cc1	1%	-1.3	-5	-14%	-2	0.0	8	-4%[57.1 µM]	-21%
CCOC(=O)C1=C(C)NC(C)=C(C(=O)OCC)C1C(=O)O	-1%	0.8	-19	-5%	5	0.4	-3	-9%	-22%
CC(=O)Nc1ccccc1-c1nc2ccccc2n(C(C)C(=O)Nc2ccccc2C(F)(F)F)c1=O (stereo unspecified)	.	1.0	.	5%	-4	0.5	9	10%	-23%
CCN(CC)CCn1c2c(c(SCC(=O)NCc3ccccc3)nc1=O)CCCC2	5%	-0.3	-14	-2%	2	0.3	-4	-8%	-15%
CC1CCc2c(C(=O)Nc3nccs3)csc2C1 (stereo unspecified)	3%	-0.5	3	-1%	-5	0.0	0	14%	-18%
C=CCn1c(SCC(=O)Nc2ccccc2OC)nnc1-c1ccco1	.	-0.2	-12	.	.	-0.3	2	.	.
CNc1ccc([N+](=O)[O-])cc1	-1%	-0.5	4	-8%	1	-0.8	-3	-10%	-15%
Cc1cc(Br)ccc1-n1[nH]c(C)c(C=Nc2cccc3nsnc23)c1=O	11%	1.4	-3	-4%[57.1 µM]	-54*	1.1	4	-82%	?
CCOc1ccc(-n2c(C)cc(C(=O)CCl)c2C)cc1	-28%	0.3	3	-7%	21	-0.5	14	?	-24%
COc1ccc(NC(=S)NCCc2c(C)[nH]c3ccc(OC)cc23)cc1	-8%	-0.2	4	6%	0	-0.7	-2	17%	-16%
Cc1ccsc1C(=O)OC(C)C(=O)NC1CCCCC1C (stereo unspecified)	-1%	-1.2	-32	-2%	2	-0.3	0	-1%	1%
(further entries)
SMILES	mIDH1 inhibitor	D2 agonist	D2 antag	TrxR1 substrate	PI4K2A block	TRHR agonist	TRHR enhancer	rTrxR1 inhibitor	USP1-UAF1 inh
COc1ccc(OCC(=O)OCC(=O)NCc2ccc(F)cc2)cc1	0%	-0.4	6	-2%	2	-0.7	-3	2%	2%
COc1cccc(OC)c1OCCCc1c(C)n[nH]c1C	10%	.	.	0%	0	-1.1	-5	5%	-14%
Cc1ccc(CC(=O)Nc2c(C(=O)N3CCN(c4ccccc4F)CC3)oc3ccccc23)cc1	-1%	-0.1	.	-3%	2	-0.7	0	?	10%
CS(=O)(=O)c1nc(S(=O)(=O)c2ccc(Cl)cc2)c(NCCCN2CCCC2=O)s1	17%	0.0	-10	-4%	-1	-0.4	-3	10%	-21%
OC(CN1CCCCC1)c1ccc2c3c(cccc13)CC2 (stereo unspecified)	-5%	.	.	-11%	5	.	.	-15%	?
Cc1cccc(C)c1N1CCc2cn[nH]c21	6%	0.2	18	8%	1	0.6	-4	13%	-5%
CCc1ccc(C2C(C#N)=C(N)SC(N)=C2C#N)cc1	-4%	-1.4	1	-9%	27	-0.3	1	?	?
O=C(CCNS(=O)(=O)c1c(Cl)cccc1Cl)OCC(=O)c1ccccc1	2%	-0.1	9	-7%	-3	1.1	6	3%	-18%
O=C(NCc1ccccn1)c1cccc(S(=O)(=O)Nc2ccc(F)cc2)c1	-1%	0.2	-5	-4%	-4	0.3	9	-5%	-2%
CCc1ccc(CN(C)CC(=O)Nc2ccc(S(=O)(=O)N3CCOCC3)cc2)cc1	-5%	0.3	-14	2%	1	-0.2	-1	20%	-23%
Cc1ccccc1-n1c(SCC(=O)Nc2c(C)cccc2C)nc(O)cc1=O	7%	-0.7	-4	-14%[57.1 µM]	-5	1.4	-4	28%[57.1 µM]	-15%
CC(O)CNCCCOc1ccccc1OCc1ccccc1 (stereo unspecified)	6%	0.2	9	11%[57.1 µM]	7	-0.2	-1	0%[57.1 µM]	-6%
CCCn1c(SCC(=O)NCCc2ccccc2)nnc1-c1cccnc1	10%	.	.	12%	-7	0.3	3	16%	-10%
O=C(Cn1cnc2c(nc3n2CCCCC3)c1=O)Nc1cccc(C(F)(F)F)c1	3%&0%	-0.9	4	-4%&-5%	6&-10	0.2&0.4	1&2	7%&2%	-23%&-11%
Cc1cccc(-c2cnn(-c3cccc([N+](=O)[O-])c3)c2N)c1	7%	0.5	-16	5%	4	1.1	3	-46%	1%
Cc1ccc2nc(NC3=NCN(Cc4ccccc4)CN3)nc(C)c2c1	.	0.7	6	.	.	0.2	-3	.	.
Clc1ccc(-c2c[n+](Cc3ccc(Br)cc3)c3n2CCCCC3)cc1	0%	.	.	3%	2	0.4	1	14%	-21%
COc1ccccc1N(CC(=O)N(CC(C)C)CC(C)C)S(=O)(=O)c1cccs1	9%	-4.8	-3	2%	-1	-0.9	-12	13%	-22%
O=C(Nc1ccccc1Cl)[C@H](CSCc1ccccc1)N1Cc2ccccc2C1=O	6%	1.8	.	1%	5	0.8	-8	11%	?
CCOC(=O)c1ccccc1NC(=O)Cn1c(=O)n(-c2cccc(C)c2)c(=O)c2c1c1cc(C)ccc1n2C	-4%	-0.7	.	25%	1	0.3	10	20%	-24%
COC(=O)c1sc(NC(=O)c2c(F)cccc2F)c(C#N)c1C	17%	-0.3	-9	-3%	-22	-1.1	-2	6%	-11%
CCOC(=O)C1CCN(C(=O)c2cc3c(-c4ccc(OC)c(OC)c4)nn(C)c3s2)CC1	5%	-1.6	-3	-2%[57.1 µM]	0	-1.3	7	-6%[57.1 µM]	-16%
COc1ccc(NC(=O)Cn2nnc(C(=O)NCc3ccco3)c2N)c(OC)c1	-8%&-16%	-0.4&0.4	-17	4%	8&-5	-1.8&0.0	11&-6	28%	-11%&-6%
CCOC(=O)C1CCN(C(=O)c2ccc(OCC(=O)Nc3ccc(OCC)cc3)c(OC)c2)CC1	-1%	-0.5	-15	-6%	1	-0.3	3	7%	-6%
CCC1(c2ccccc2)NC(=O)N(CC(=O)Nc2ccc(S(=O)(=O)Nc3ncccn3)cc2)C1=O (stereo unspecified)	-3%	-0.4	-8	-9%	1	-0.1	-4	-10%	-21%
Nc1ccccc1SC1CC(=O)N(c2ccc(Cl)c(Cl)c2)C1=O (stereo unspecified)	-3%	0.6	3	-4%[2.29 µM]	5	2.1	-5	-4%[2.29 µM]	-13%
CC(C)Cc1nnc(NC(=O)CCC(=O)NC2CCCCCCC2)s1	-6%	0.7	-13	-7%	1	-1.2	-1	6%	-4%
Cn1c(Oc2ccc(F)cc2)nc2c1c(=O)n(Cc1ccccc1Cl)c(=O)n2C	-4%	-0.4	.	0%	-1	-1.2	-5	35%	-24%
O=C(Nc1ccccc1)C1CC=CCC1C(=O)OCC1CCCO1 (stereo unspecified)	6%	-1.0	5	-10%	-2	0.5	8	-8%	0%

Another view of part of the listing above:
Each structure is followed by: mIDH1 inhibitor | D2 agonist | D2 antag | TrxR1 substrate | PI4K2A block | TRHR agonist | TRHR enhancer | rTrxR1 inhibitor | USP1-UAF1 inh
Nc1ccccc1SC1CC(=O)N(c2ccc(Cl)c(Cl)c2)C1=O (stereo unspecified)
→ -3% | 0.6 | 3 | -4%[2.29 µM] | 5 | 2.1 | -5 | -4%[2.29 µM] | -13%
Cn1c(Oc2ccc(F)cc2)nc2c1c(=O)n(Cc1ccccc1Cl)c(=O)n2C
→ -4% | -0.4 | . | 0% | -1 | -1.2 | -5 | 35% | -24%
COC(=O)c1sc(NC(=O)c2c(F)cccc2F)c(C#N)c1C
→ 17% | -0.3 | -9 | -3% | -22 | -1.1 | -2 | 6% | -11%
Cc1cccc(-c2cnn(-c3cccc([N+](=O)[O-])c3)c2N)c1
→ 7% | 0.5 | -16 | 5% | 4 | 1.1 | 3 | -46% | 1%
OC(CN1CCCCC1)c1ccc2c3c(cccc13)CC2 (stereo unspecified)
→ -5% | . | . | -11% | 5 | . | . | -15% | ?

An unsorted share of the library; 3.9% or so of the library scored in one or more.
